SRC1 TRFRET art – TR-FRET artefact, counter-screen to PPARgamma/SRC-1 agonist assay; TR-FRET detection artefact counter-screen, emission ratio; active compounds read high; TR-FRET ratio at 8 µM; 99,000 tested, 0.34% active; AID 1051; in the data active = TR-FRET ratio above about 2300; note: inactives centre near 1800; reference of the scale not given here
SRC3 TRFRET art – TR-FRET artefact, counter-screen to PPARgamma/SRC-3 agonist assay; PPARgamma/SRC-3 format; active compounds read high; TR-FRET ratio at 8 µM; 99,000 tested, 0.39% active; AID 1048; in the data active = TR-FRET ratio above about 2000; note: inactives centre near 1600; reference of the scale not given here
An asterisk follows results filed as active. The list is partial; the hit share may differ from the screen's.

Values run as follows: SRC1 TRFRET art | SRC3 TRFRET art
- NC(=O)CSc1oc(-c2ccc(F)cc2)nc1S(=O)(=O)c1ccccc1
  1858 | 1612
- O=C1OCc2cccc([N+](=O)[O-])c21
  1962 | 1856
- CC(=O)Nc1ccc(C(=O)Cn2c3[n+](c4c(F)c(F)ccc42)CCCCC3)cc1
  1802 | 1729
- CC(=O)Nc1cc(C(=O)N(C)Cc2ccco2)ccc1Sc1ccc(C)cc1
  1728 | 1639
- O=C(CS(=O)(=O)c1cn(Cc2ccc(Cl)cc2)c2ccccc12)N1CCOCC1
  1836 | 1555
- COCCn1c(SCC(=O)Nc2ccccc2)nc2c1c(=O)[nH]c(=O)n2C
  1875 | 1656
- O=C(COc1ncnc2ccccc12)NCC1CCCO1 (centres undefined)
  1560 | 1619
- O=C1CSC(=S)N1N1C(=O)c2cccc([N+](=O)[O-])c2C1=O
  1620 | 1766
- COC(=O)c1cc(OC)nc2c1c(=O)n(C)c(=O)n2C
  1956 | 1728
- NC(=S)Nc1ncc(C(F)(F)F)cc1Cl
  2113 | 1620
- CCOc1ccc(CC(=O)NNC(=O)NC2CCCCC2)cc1
  1754 | 1684
- CCCN(CCC)C1=CC(=[N+]2CCCC2)CC(C)(C)C1
  1923 | 1505
- CCOC(=O)C1CCCN(C(=O)CSc2ccc(NC(C)=O)cc2)C1 (centres undefined)
  1416 | 1509
- CCOC(=O)C1(Cc2ccc(OC)cc2)CCN(C(=O)Cn2cnnn2)CC1
  1962 | 1445
- COc1ccc([N+](=O)[O-])cc1NC(=O)Cc1ccc(C)cc1
  1742 | 1720
- C/C(=N\NC(=S)NCc1ccccc1)c1ccc(C#N)cc1
  1550 | 1675
- O=C1/C(=C/c2cccs2)COc2ccccc21
  2013 | 1666
- COc1ccc(O)c(C(=O)c2cnc3c(c2)CN(C)C(=O)N3)c1
  1786 | 1600
- C#CC[N+](C)(C)CCCCCCCCC
  1687 | 1545
- O=C(NNC1CC(=O)N(c2cccc(Cl)c2)C1=O)c1cccs1 (centres undefined)
  1905 | 1592
- COc1ccc(N2CCN(C(=O)C3CCN(S(=O)(=O)c4cccs4)CC3)CC2)cc1
  1530 | 1636
- O=C(CCn1c(=S)oc2ccccc21)N1CCCCC1
  1670 | 1723
- CNC(=O)c1[nH]cnc1C(=O)N[C@@H](CC(C)C)C(=O)OCc1ccccc1
  1777 | 1542
- COc1ccc(N2C(=O)CC(NNC(=O)c3ccc(Br)s3)C2=O)cc1 (centres undefined)
  1690 | 1755
- Cc1ccc(C(=O)NCC(=O)OC(C)C(=O)Nc2ccc(N(C)C)cc2)cc1C (centres undefined)
  1992 | 1784
- CC[n+]1c(C)sc2cc(C)ccc21
  1736 | 1652
- CCN(c1ccc(F)cc1)S(=O)(=O)c1ccc2[nH]cc(C(=O)NCCCN3CCOCC3)c(=O)c2c1
  1665 | 1537
- Cc1cc(C)cc(N(C(=O)CNC(=O)c2ccco2)C(C(=O)NC2CCCC2)c2cccnc2)c1 (centres undefined)
  1640 | 1768
- N#Cc1c2ccc(O)cc2n2ccccc12
  1840 | 1871
- Cn1c(=O)n(C)c2cc([N+](=O)[O-])c(N3CCN(C(=O)C(C)(C)C)CC3)cc21
  1805 | 1459
- C=CCN(C(=O)CSc1nc2ccsc2c(=O)n1Cc1ccccn1)c1ccccc1
  1575 | 1445
- COCc1[nH][nH]c(=O)c1C=Nc1ccc(OC(F)(F)F)cc1
  1597 | 1510
- O=C(Nc1cccc(Cl)c1N1CCOCC1)c1ccc2c(c1)OCCO2
  1903 | 1490
- COc1cccc(NC(=S)/C(=C(\[O-])c2ccc(OC(F)F)cc2)[n+]2ccccc2)c1
  1864 | 1727
- Nc1c(Cl)ncnc1N/N=C/c1ccnc2ccccc12
  1997 | 1783
- O=C(c1ccc(Cl)c([N+](=O)[O-])c1)N(Cc1ccc(Cl)cc1)C1CCS(=O)(=O)C1 (centres undefined)
  1684 | 1585
- CCN(CC)S(=O)(=O)c1ccc(OC)c(NC(=O)Cc2cccs2)c1
  2007 | 1869
- O=C(CNC(=S)N(Cc1ccccc1Cl)C1CCCC1)NCCCN1CCOCC1
  1953 | 1674
- c1ccc(COc2ccc(OCCN3CCCCC3)cc2)cc1
  1992 | 1527
- COc1cccc(/C=N/NC(=O)CN2CC(c3ccccc3)CC2=O)c1O (centres undefined)
  1767 | 1738
- COc1ccccc1C(=O)NNC(=S)NC(=O)c1sc2ccccc2c1Cl
  1857 | 1501
- Cc1nc([N+](=O)[O-])c(C(=O)OCc2ccccc2)n1C
  2017 | 1856
- O=C(Nc1ccc2nc3n(c(=O)c2c1)CCCC3)c1ccccc1[N+](=O)[O-]
  1827 | 1674
- CC(C)CCNC(=O)CNC(=S)N(Cc1ccccc1)Cc1cccnc1
  1902 | 1566
- CC1=NN(c2ccccc2)C(=O)/C1=C/C=C/c1ccc(N(C)C)cc1
  1799 | 1462
- COc1ccc(N2CCN(c3n[nH]c(N)n3)CC2)cc1
  1753 | 1469
- Cc1[nH]c2ccccc2c1C(=O)NS(=O)(=O)Nc1ccc(Cl)cc1
  1716 | 1534
- Cc1noc(C)c1COc1cccc(C(=O)Nc2cccnc2)c1
  1745 | 1621
- CCN1CC(CN(C)Cc2nc(-c3ccc(C(F)(F)F)cc3)oc2C)CC1=O (centres undefined)
  1741 | 1493
- O=C1/C(=C/c2c[nH]c3ccccc23)CCC/C1=C\c1c[nH]c2ccccc12
  1673 | 1445

By substructure: the compounds so far with fluorine.
Values run as follows: SRC1 TRFRET art | SRC3 TRFRET art
- NC(=O)CSc1oc(-c2ccc(F)cc2)nc1S(=O)(=O)c1ccccc1
  1858 | 1612
- CC(=O)Nc1ccc(C(=O)Cn2c3[n+](c4c(F)c(F)ccc42)CCCCC3)cc1
  1802 | 1729
- NC(=S)Nc1ncc(C(F)(F)F)cc1Cl
  2113 | 1620
- CCN(c1ccc(F)cc1)S(=O)(=O)c1ccc2[nH]cc(C(=O)NCCCN3CCOCC3)c(=O)c2c1
  1665 | 1537
- COCc1[nH][nH]c(=O)c1C=Nc1ccc(OC(F)(F)F)cc1
  1597 | 1510
- COc1cccc(NC(=S)/C(=C(\[O-])c2ccc(OC(F)F)cc2)[n+]2ccccc2)c1
  1864 | 1727
- CCN1CC(CN(C)Cc2nc(-c3ccc(C(F)(F)F)cc3)oc2C)CC1=O (centres undefined)
  1741 | 1493

Additional entries.
Values run as follows: SRC1 TRFRET art | SRC3 TRFRET art
- O=C(O)c1cccc(NS(=O)(=O)c2ccc(C3CCCCC3)cc2)c1
  1720 | 1332
- Nn1c(SCC(=O)NC(=O)Nc2ccc3c(c2)OCCO3)nnc1C1CC1
  1829 | 1710
- COc1cccc(NC(=O)C(=S)NC2CCCCC2)c1
  1648 | 1616
- O=C(N/N=C/c1ccccc1[N+](=O)[O-])c1ccc(COc2ccccc2-c2ccccc2)cc1
  1868 | 1679
- O=C(CSc1ccccn1)Nc1ccccc1F
  1957 | 1665
- CCO[C@@H]1OC(C(=O)NCc2ccccc2)=C[C@H](c2ccc(C(F)(F)F)cc2)[C@H]1CCCO
  1543 | 1583
- CNC(=O)c1nc(C)n(-c2ccc([N+](=O)[O-])cc2)n1
  1562 | 1449
- CCc1ccc(CNCc2ccc(OCC(O)CN(C)Cc3ccccc3)cc2)nc1 (centres undefined)
  1632 | 1565
- O=C(c1cc(COc2c(F)cccc2F)on1)N1CCC(c2ccncc2)CC1
  1581 | 1486
- C/C(CCc1ccco1)=N\NC(=O)CNc1c(Br)cc(Br)cc1Br
  1748 | 1686
- Cc1[nH]c2ccccc2c1SCC(=O)N1CCC(C)CC1
  1569 | 1659
- CCn1cc(-c2cc(C(=O)O)c3ccccc3n2)cn1
  1596 | 1618
- CCC(CC)NC(=O)Nc1ccc(F)c(Cl)c1
  1708 | 1602
- O=C(/C=C/c1cccc(Br)c1)N1CCN(c2cccc(C(F)(F)F)c2)CC1
  1697 | 1489
- CC/S(C)=N/S(=O)(=O)c1ccc(C)cc1 (centres undefined)
  1843 | 1581
- O=C(Nc1cccc(S(=O)(=O)C(F)F)c1)c1ccc(S(=O)(=O)N2CCCCC2)cc1
  1726 | 1476
- COc1cc(S(=O)(=O)N2CCN(Cc3ccc4c(c3)OCO4)CC2)c(C)cc1C
  1679 | 1540
- CC1(C)SC(=S)N(NC(=O)Nc2cccc3ccccc23)C1N(O)C(=O)Nc1ccccc1 (centres undefined)
  1948 | 1631
- CCOc1ccc2nc(COC(=O)c3cccs3)c(C(=O)c3ccccc3)[n+]([O-])c2c1
  1552 | 1570
- COc1ccc(C(=O)C2CCCN(C(=O)COc3ccc(C(C)=O)cc3)C2)cc1F (centres undefined)
  1601 | 1383
- Cc1ccc(NC(=S)N(CCN(C)C)Cc2cccs2)cc1C
  2102 | 1675
- O=C(Nc1ccccc1)Nc1nc(-c2ccc(F)cc2)cs1
  1891 | 1438
- Cc1ccc(F)cc1NC(=O)CN1CCN(c2ccccn2)CC1
  1661 | 1494
- CC(=O)c1ccc(Nc2cc(C)nc3ccccc23)cc1
  1719 | 1720
- Cc1nonc1CC(=O)N1CCCC(C(=O)c2cccc(C(F)(F)F)c2)C1 (centres undefined)
  2035 | 1634
- COc1cc2cc(CN(CCc3ccccc3C)C(=S)NCCCN(C)C)c(=O)[nH]c2cc1OC
  1997 | 1672
- Cc1ccc(CNC(=O)C2CN(S(C)(=O)=O)c3cc(Cl)ccc3O2)cc1 (centres undefined)
  1520 | 1713
- Cc1ccc(Cl)cc1N1CCN(CC(O)COCc2ccco2)CC1 (centres undefined)
  1890 | 1671
- COc1cc(NC(=O)C/C(C)=N/NC(=O)c2cccs2)c(OC)cc1Cl
  1989 | 1856
- COc1ccc(NC(=O)c2ccc(-c3ccc(OC)cc3)s2)cc1
  1515 | 1697

Later entries.
SMILES	SRC1 TRFRET art	SRC3 TRFRET art
Oc1ccc(/C=N/Nc2ncc(Br)cn2)c(O)c1	1967	1787
Fc1ccc(-c2nnc(Cc3nnc(-c4ccc(F)cc4)o3)o2)cc1	1587	1636
CCN(CC)S(=O)(=O)c1ccc(OC)c(NC(=O)COc2ccccc2[N+](=O)[O-])c1	2121	1535
Cc1cc(C)cc(NC(=O)c2cc(C)nn2C)c1	1770	1616
O=C1c2cccc3cccc(c23)C(=O)N1CCCN(C(=O)c1cccs1)c1cccc(F)c1	1845	1396
O=C(O)C1CSC(c2ccccc2Cl)N1C(=O)c1ccc(Cl)cc1 (centres undefined)	1739	1354
COc1ccc(C(=O)NC(=S)N2CCOCC2)cc1OC	1760	1431
Cc1cc(C(=O)CSc2nncs2)c(C)n1-c1ccc2c(c1)OCO2	1793	1401
Cc1ccc(S(=O)(=O)c2c(CO)c(-c3ccccc3)nn2C)cc1	1892	1207
O=C(c1ccc(S(=O)(=O)c2ccc(Cl)cc2)cc1)N1CCOCC1	1701	1530
CCOC(=O)c1[nH]c(C)c(C(=O)Nc2ccc(C)c(F)c2)c1C	1943	1502
O=C(O)COc1ccccc1C1C2C(=O)N(c3ccccc3)C(=O)C2ON1c1ccccc1 (centres undefined)	1598	1352
COc1ccccc1CNC(=O)COC(=O)CCC(=O)c1cccs1	1741	1669
CCN(C(=O)COC(=O)c1ccc(Br)o1)C1CCCCC1	1863	1837
CCCCN(C)C(=S)Nc1ccc2nc(N3CCN(CC)CC3)cc(C)c2c1	2062	1551
COCCNC(=O)CSc1ncnc2sc(-c3ccccc3)cc12	1875	1629
C#CCOCCOCCOCCNc1nc(N2CCN(C(=O)[C@H](CCCCN)n3cc(C(N)CC(C)C)nn3)CC2)nc(N2CCN(C(=O)[C@H](CCC(=O)O)n3cc(C(N)[C@H](C)CC)nn3)CC2)n1 (some centres undefined)	1774	1346
CCOc1ccc(C(CC(=O)O)NC(=O)c2cccs2)cc1 (centres undefined)	1933	1628
CCCCC1=NC2(CCCC2)C(=O)N1Cc1ccc(-c2ccccc2-c2nn[nH]n2)cc1	1779	1573
CN(CCC#N)c1ccc(/C=C(\C#N)c2ccccn2)cc1	1694	1654

Of the compounds above, 3 contain a cyano group:
SMILES	SRC1 TRFRET art	SRC3 TRFRET art
C/C(=N\NC(=S)NCc1ccccc1)c1ccc(C#N)cc1	1550	1675
N#Cc1c2ccc(O)cc2n2ccccc12	1840	1871
CN(CCC#N)c1ccc(/C=C(\C#N)c2ccccn2)cc1	1694	1654

Further compounds.
SMILES	SRC1 TRFRET art	SRC3 TRFRET art
O=C(Nc1ccc(F)cc1)C(Sc1nnc2ccccn12)c1ccccc1 (centres undefined)	1767	1531
CCOc1ccc2[nH]c(=O)c(CN(CCCO)C(C)=O)cc2c1	1648	1218
CCc1ccc(C(=O)OCC(=O)c2c(N)n(CC(C)C)c(=O)n(C)c2=O)cc1	1819	1646
Nc1nc(C(=O)N2CCOCC2)nn1C(=O)c1ccc(Cl)cc1	1881	1454
CC(C)[C@H](NS(=O)(=O)c1cccc(C(F)(F)F)c1)C(=O)OCC(N)=O	1717	1456
COc1ccc(NS(=O)(=O)c2cc(NC(=O)c3cc(=O)c4ccccc4o3)ccc2OC)cc1	2025	1732
Cc1[nH]c(C(=O)N/N=C/c2ccc(C(=O)O)cc2)c(C)c1C(=O)N/N=C/c1ccc(C(=O)O)cc1	1750	1481
C=CCOc1cccc(/C=C2\C(=O)N(Cc3ccc(C)cc3)C(C)=C2C(=O)OC)c1	1783	1486
CCOC(=O)N1CCC(=NNC(=O)COc2cccc(C)c2)CC1	1834	1450
CCOC(=O)CSc1nn(-c2ccccc2)c(=S)s1	2030	1715
COc1cc(NC(=O)C2=C(N3CCOCC3)/C(=C\c3ccc(Br)cc3)CC2)cc(OC)c1OC	1883	1619

Source: PubChem
